HDAC3 inh: inhibitors of human histone deacetylase 3 | inhibition, % at 8.3 µM | O15379 | AID 2718 | hit rate 0.15% among 320,000 | recombinant HDAC3, fluorogenic peptide/trypsin coupled, fluorescence; in the data active = inhibition above about 26%, passing the limit was not always enough
Target sequence (O15379 whole entry, looked up): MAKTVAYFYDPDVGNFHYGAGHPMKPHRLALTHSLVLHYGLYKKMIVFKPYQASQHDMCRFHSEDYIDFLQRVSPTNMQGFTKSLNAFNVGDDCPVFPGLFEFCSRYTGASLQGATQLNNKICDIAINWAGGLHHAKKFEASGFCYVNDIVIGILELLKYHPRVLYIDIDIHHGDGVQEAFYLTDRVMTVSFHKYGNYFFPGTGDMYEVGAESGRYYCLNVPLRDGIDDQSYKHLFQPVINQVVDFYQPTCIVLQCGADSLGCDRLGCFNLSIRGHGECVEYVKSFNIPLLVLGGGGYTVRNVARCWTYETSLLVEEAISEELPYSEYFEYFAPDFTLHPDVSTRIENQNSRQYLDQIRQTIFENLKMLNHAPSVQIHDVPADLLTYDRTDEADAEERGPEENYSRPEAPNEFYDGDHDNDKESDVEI
RGS4 block: human RGS4 inhibition; HEK293 M3R/RGS4 inducible, Fluo-4 calcium flux; hits give high values; triggered by carbachol at its EC20; hit rate 0.45% among 310,000; P49798; B-score at 10 µM;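 active = B-score, a plate-corrected calcium signal, over three deviations above library mean, with baseline fluorescence within five deviations of library mean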;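 note: RGS4 expression induced by doxycycline in cells with stable M3 receptor; B-score is computed from the integrated fluorescence ratio over baseline after carbachol; higher B-score means a larger calcium signal and so more RGS4 inhibition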
Target sequence (P49798 whole entry, looked up): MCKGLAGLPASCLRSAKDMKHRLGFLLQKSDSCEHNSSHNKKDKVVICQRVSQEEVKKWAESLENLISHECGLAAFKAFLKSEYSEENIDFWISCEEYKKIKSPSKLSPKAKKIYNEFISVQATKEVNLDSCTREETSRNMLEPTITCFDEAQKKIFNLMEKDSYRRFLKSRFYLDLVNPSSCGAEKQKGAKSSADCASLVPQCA
KCNK9 block: inhibitors of human KCNK9 two-pore domain potassium channel; HEK293 KCNK9, FluxOR thallium flux fluorescence; hits give low values; Q9NPC2; hit rate 1.2% among 310,000; B-score at 10 µM; AID 488922;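 active = ratio B-score over 3 SD below the library mean, with starting fluorescence within 5 SD of its mean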;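 note: negative B-score means less thallium flux so channel inhibition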
Target sequence (Q9NPC2 whole entry, looked up, the tested form may be a part): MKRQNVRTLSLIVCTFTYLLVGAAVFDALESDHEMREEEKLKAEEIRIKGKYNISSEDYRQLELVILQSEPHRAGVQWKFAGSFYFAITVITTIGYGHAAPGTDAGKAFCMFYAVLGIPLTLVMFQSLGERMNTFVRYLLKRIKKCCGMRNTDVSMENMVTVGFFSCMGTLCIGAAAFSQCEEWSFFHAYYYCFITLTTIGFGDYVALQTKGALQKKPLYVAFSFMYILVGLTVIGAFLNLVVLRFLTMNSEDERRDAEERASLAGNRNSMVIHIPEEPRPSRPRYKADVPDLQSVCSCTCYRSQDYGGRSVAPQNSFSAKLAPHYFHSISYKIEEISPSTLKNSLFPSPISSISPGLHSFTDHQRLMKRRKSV
KCNQ1 pot: potentiates or activates the human KCNQ1 potassium channel | hit rate 0.35% among 310,000 | P51787 | B-score at 10 µM | CHO-K1 KCNQ1, thallium flux FluxOR fluorescence; hits give high values;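 active = fluorescence ratio B-score, a plate-corrected score, at least three library SD, with initial intensity B-score within 5 SD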
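Assay system: stable KCNQ1 CHO-K1 line; medium: assay buffer, equal DMSO in all wells; timing: 90 min dye loading and 20 min compound exposure, both at room temperature; technique: kinetic FluxOR thallium fluorescence, 10-s 1-Hz baseline, 110-s post-stimulus read; read-out basis: B score of baseline-normalized fluorescence ratio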
SKKanGAS inh: SKKanGAS growth inhibition; S. pyogenes SKKanGAS, kanamycin growth, BacTiter-Glo, 6 h; inhibition, % at 7.5 µM; hit rate 1.3% among 300,000; AID 1662;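 active = mean replicate score, as percent of positive control median, at least 50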;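 note: strain carries kanamycin resistance gene driven by streptokinase promoter and grows in 40 µg/ml kanamycin; loss of luminescence reflects streptokinase promoter inhibition or plain growth inhibition; 0% = median of DMSO wells and 100% = positive control at its reference dose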
KCNK3 block: human KCNK3 channel inhibition, primary screen. CHO-KCNK3 thallium flux, FluxOR fluorescence; hits give low values. B-score at 10 µM. hit rate 0.84% among 340,000. AID 602410;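 active = B-score under library mean minus 4 SD, starting fluorescence ratio at most library mean plus 5 SD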;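 note: more negative B-score means stronger inhibition of thallium flux through KCNK3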
ANO1 activ: activates or potentiates the mouse TMEM16A chloride channel; Q8BHY3; HEK293 TMEM16A/YFP-H148Q/I152L, iodide quench fluorescence; hits give low values; B-score at 10 µM; hit rate 0.3% among 340,000; AID 623877;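 active = fluorescence-ratio B-score plate-corrected deviation score at least 3 library SD below zero, with starting fluorescence score within 5 deviations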;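 note: channel opened by trigger with iodide after compound preincubation; score built on the fluorescence ratio of max minus min over baseline; more negative score means more quench and so TMEM16A activation or potentiation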
ANO1 block: mouse TMEM16A channel inhibition, primary screen; HEK293 TMEM16A/YFP iodide influx fluorescence, ionomycin; normalized B-score (activity score, 25-100; higher = stronger inhibition) at 10 µM; hit rate 1.2% among 310,000;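 active = ratio plate-corrected score three or more library SD toward inhibition, starting fluorescence score within five deviations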;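 note: score derived from kinetic fluorescence span divided by baseline fluorescence per well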
hERG rescue: compounds protecting human hERG from proarrhythmic drug block; hit rate 0.51% among 310,000; activation (rescue from dofetilide block), less the hit threshold, % at 10 µM; CHO-hERG, FluxOR thallium flux, dofetilide IC70 present; Q12809; AID 1511;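 active = activation above the mean of controls blocked by dofetilide plus 5 SD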;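 note: thallium influx through hERG after potassium depolarization seen as dye fluorescence rise; in these data hits start at about 4.7%; inactives centre near -7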
KCNQ1 block: blocks the human KCNQ1 potassium channel | hit rate 1.3% among 310,000 | CHO-K1 KCNQ1, FluxOR thallium flux fluorescence; hits give high values | B-score at 10 µM;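 active = compounds whose thallium flux B-score, printed positive for inhibition, exceeds three library SD while starting fluorescence stays within three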;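 note: channel opened by potassium depolarization with thallium stimulus after 20 min compound exposure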
RGS4 act: potentiators or activators of RGS4. HEK293 M3R/inducible RGS4, carbachol calcium flux Fluo4; hits give low values. hit rate 0.92% among 310,000. B-score at 10 µM;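 active = B-score of the integrated calcium signal more than 4 SD below the library mean, with starting fluorescence not abnormally high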;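 note: negative B-score means reduced calcium response which marks RGS4 activation or potentiation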
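Detection: kinetic calcium fluorescence imaging with Fluo4-AM dye, 2 µM / Material: HEK293 cells with stable M3R and inducible RGS4 / Schedule: recording 10 s baseline at 1 Hz, 100 s post-agonist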
An asterisk follows results filed as active; i = inactive; nt = not tested or not shown.

no.	mol	HDAC3 inh	RGS4 block	KCNK9 block	KCNQ1 pot	SKKanGAS inh	KCNK3 block	ANO1 activ	ANO1 block	hERG rescue	KCNQ1 block	RGS4 act
1	Cc1cccc(Nc2nc(N3CCN(C)CC3)nc(N)c2[N+](=O)[O-])c1	-8	i	i	i	-1	i	i	i	-11	i	i
2	CC(=O)Nc1cccc(-n2nnc(SCC(=O)Nc3ccc(F)c(Cl)c3)n2)c1	0	i	i	i	-21	i	i	i	-1	i	i
3	Cc1ccc(NC(=O)COC(=O)c2ccc3c(c2)OCCO3)cc1S(=O)(=O)N1CCOCC1	3	i	i	i	-14	i	i	i	-7	i	i
4	Cc1oc(/N=C/c2ccc(Cl)cc2)c(C#N)c1C	7	i	i	i	-2	i	i	i	-9	i	i
5	COCCOC(=O)C1=C(N)Oc2c(oc(CO)cc2=O)C1c1ccccc1F (stereo not given)	2	i	i	i	4	i	i	i	-9	i	i
6	O=C(NCc1cccnc1)C(=O)NCC(c1ccco1)N1CCOCC1 (stereo not given)	-7	i	i	i	-9	i	i	i	-14	i	i
7	Cc1ccc(C(=O)N/C(=C\c2ccc(-c3cccc([N+](=O)[O-])c3)o2)C(=O)NCCCN2CCOCC2)cc1	10	i	i	i	2	i	i	i	-19	i	i
8	COCCCN1C(=O)C(=O)/C(=C(/O)c2ccc(OC)cc2C)C1c1cccnc1 (stereo not given)	1	i	i	i	4	i	i	i	-12	i	i
9	Cc1ccnc(NC(=O)c2ccc(NS(=O)(=O)/C=C/c3ccccc3)cc2)c1	16	i	i	i	18	i	i	i	-12	i	i
10	CC1CCN(C2=NC(=O)/C(=C/c3ccccc3F)S2)CC1	6	i	i	i	5	i	nt	i	-11	i	i
11	COc1cccc(C(=O)Nc2ccc3nc(N4CCOCC4)cc(C)c3c2)c1	1	i	i	i	-4	i	i	i	-16	7*	i
12	CN(CC(=O)NCCN1CCCCCC1)S(=O)(=O)c1cccc2nsnc12	1	i	i	i	2	i	i	i	2	i	i
13	COc1ccc(OC)c(C(C)NC(=O)C(C)Cc2ccccc2)c1 (stereo not given)	-2	i	i	i	2	i	i	i	-10	i	i
14	O=C(O)c1ccc(C(=O)C(=O)c2ccccc2)cc1	-9	i	i	i	9	i	i	i	-14	i	i
15	Cc1cc(C)c(NC(=O)C(C)Sc2nc3ccc(N4C(=O)c5ccccc5C4=O)cc3s2)c(C)c1 (stereo not given)	-3	i	i	i	-9	i	i	i	-3	i	i
16	CC(=O)C1=C(C)NC(SCC(N)=O)=C(C#N)C1c1cccnc1 (stereo not given)	-1	i	i	i	0	i	i	i	0	i	i
17	Cc1ccc(CCNC(=O)C2CCC(CNc3c(N4CCCC4)c(=O)c3=O)CC2)cc1 (stereo not given)	4	i	i	i	-2	i	i	i	-15	i	i
18	O=C(c1ccccc1)c1ccc(OCC(O)CNCc2cccc(Cl)c2)cc1 (stereo not given)	7	i	i	i	-1	i	i	i	-17	i	i
19	O=C(Cn1cncc1-c1ccc([N+](=O)[O-])cc1)Nc1ccccc1F	3	i	i	i	-8	i	i	i	-8	i	i
20	COc1ccc(CC(=O)Nc2c3c(nn2-c2ccccc2C)CS(=O)C3)cc1 (stereo not given)	-3	i	i	i	1	i	i	i	-6	i	i

Results in sequence from the entries so far.
SKKanGAS inh, nos. 1–12: -1, -21, -14, -2, 4, -9, 2, 4, 18, 5, -4, 2
KCNQ1 block, nos. 1–12: i, i, i, i, i, i, i, i, i, i, 7*, i
hERG rescue, nos. 1–12: -11, -1, -7, -9, -9, -14, -19, -12, -12, -11, -16, 2

(cont.)
no.	mol	HDAC3 inh	RGS4 block	KCNK9 block	KCNQ1 pot	SKKanGAS inh	KCNK3 block	ANO1 activ	ANO1 block	hERG rescue	KCNQ1 block	RGS4 act
21	COc1ccccc1NS(=O)(=O)c1ccc2oc(SCc3ccc(F)cc3)nc2c1	-2	i	i	i	7	i	i	i	-22	i	i
22	S=C(NCc1cccnc1)Nc1ccc(Cl)cc1Cl	1	i	i	i	-3	i	i	i	-11	i	i
23	CCCSc1nc(SCC(=O)NCc2ccccc2)c2c3c(sc2n1)COC(C)(CC)C3 (stereo not given)	-2	i	i	i	5	i	i	i	-17	i	i
24	O=C(CNC(=O)c1ccccc1F)N/N=C/c1cn[nH]c1-c1ccccc1	-6	i	i	i	3	i	i	i	-10	i	i
25	CC(C)N(Cc1cnn(C)c1)C(=O)c1ccc(OC2CCN(Cc3ccccn3)CC2)cc1	5	i	i	i	-2	i	i	i	-5	i	i
26	O=C(CSc1nnnn1C1CCCC1)Nc1ccc2c(c1)OCO2	0	i	i	i	4	i	i	i	-1	i	i
27	COc1ccccc1N1CCN(C(=O)c2ccc(NC3=NC4CS(=O)(=O)CC4S3)cc2)CC1 (stereo not given)	nt	i	i	i	1	i	i	i	-10	i	i
28	COc1cccc(NC(=O)CN2CCN(c3ccccc3F)CC2)c1	2	i	i	i	-5	i	i	i	-3	i	i
29	CS(=O)(=O)N1CCc2cc(S(=O)(=O)Nc3ccc4oc5c(c4c3)CCCC5)ccc21	5	i	i	i	2	i	i	25*	-6	i	i
30	Cc1cc(C)nc(Sc2ccc(/C=C(\C#N)C(=O)Nc3ccccc3)o2)n1	0	i	i	i	4	i	i	i	2	i	i
31	COc1ccc2c(CC(=O)OCC(=O)Nc3cc(C)c(C)cc3[N+](=O)[O-])coc2c1	-6	i	i	i	-9	i	i	i	-3	i	i
32	CC(C)c1ccc(NC(=O)c2ccccc2NC(=O)C2CCCCC2C(=O)O)cc1 (stereo not given)	-1	i	i	i	7	i	i	i	1	i	i
33	Cc1c(NC(=S)NC(=O)Cc2ccccc2)cccc1C(=O)O	0	i	i	i	5	i	i	i	-9	i	i
34	O=C(Nc1ccccc1)c1nnn(Cc2ccccc2)c1NC(=O)C(F)(F)F	7	i	i	i	15	i	i	i	-10	i	i
35	CC1(C(=O)N(Cc2ccccc2)Cc2ccccc2)CC1(Br)Br (stereo not given)	nt	i	i	i	11	i	i	i	-7	i	i
36	COC(=O)C1=C(C)NC(C)=C(C(=O)OC)C1C(=O)OCc1nnc(-c2ccccc2)o1	0	i	i	i	25	i	i	i	-18	i	i
37	COc1cccc(C(=O)Nc2ccc(C(=O)NCC(C)C)cc2)c1	-1	i	i	i	3	i	i	i	-3	i	i
38	CSc1ncc(C(=O)O)c(C)n1	-12	i	i	i	1	i	i	i	-5	i	i
39	COc1ccc(N2CCN(C(=O)c3cc4c(s3)-c3ccccc3S(=O)(=O)C4)CC2)cc1	-2	i	i	i	2	i	i	i	-5	i	i
40	O=C(c1cc(-c2ccccc2)nc2ccccc12)N1CCN(c2ccccc2O)CC1	2	i	i	i	67*	i	i	i	-23	i	-7.1*
41	Cc1cccc(N2CCN(C(=O)c3cn(C)c(=O)c4c3c3ccccc3n4C)CC2)c1C	7	i	i	i	11	i	i	i	-17	i	i
42	COc1cc(OC)cc(-n2nnnc2SCC(=O)N2CCCC2)c1	-1	i	i	i	-2	i	i	i	1	i	i
43	O=C(COc1ccc(Cl)cc1)Nc1nnc(C2=COCCO2)o1	-5	i	i	i	-2	i	i	i	-8	i	i
44	CCC(C)NC(=O)CSc1n[nH]c(-c2cc(Cl)ccc2OC)n1 (stereo not given)	-4	i	i	i	-4	i	i	i	-10	i	i
45	Cc1cc(-c2nnc(SCC(=O)Nc3ccccc3Cl)n2C)no1	5	i	i	i	1	i	i	i	-3	i	i
46	CCOC(=O)c1c(NC(NC(=O)C(C)C)C(Cl)(Cl)Cl)sc2c1CCC2 (stereo not given)	13	i	i	i	35	i	i	i	-11	i	i
47	CCOC(=O)c1oc2nc3c(cc2c1N)COC(C)(C)C3	-36	i	i	i	4	i	i	i	-15	i	i
48	CC1(C)CC(=O)C=C(OC(=O)c2ccc(Cl)cc2)C1	-7	i	i	i	3	i	i	i	-5	i	i
49	Cn1cnnc1SCC(=O)Nc1ccc2nc(SCc3cccc4ccccc34)sc2c1	5	i	i	i	4	i	i	i	-3	i	i
50	COC(=O)c1cc(NC2c3ccccc3C(=O)N2CCN2CCOCC2)cc(C(=O)OC)c1 (stereo not given)	-7	i	i	i	-5	i	i	i	-9	i	i
51	CC(NC(=O)CSc1nc2ccccc2c(=O)[nH]1)c1ccccc1 (stereo not given)	-1	i	i	i	6	i	i	i	1	i	i
52	CCOC(=O)c1cc(=O)[nH]c2ccccc12	7	i	i	i	-2	i	i	i	-12	i	i
53	COc1ccc(Sc2nc(-c3ccccc3)ncc2C(=O)O)cc1	-3	i	i	i	nt	i	i	i	-7	i	i
54	CCCCN(C(=O)c1cc(=O)[nH]c2ccccc12)c1c(N)n(CCCC)c(=O)[nH]c1=O	2	i	i	i	14	i	i	i	-2	i	i
55	COc1cc2nc(SCc3ccc(Cl)cc3Cl)n(Cc3cccs3)c(=N)c2cc1OC	1	i	i	i	4	i	i	i	-10	i	i
56	COC(=O)c1c(C)noc1-c1ccc(Cl)cc1	-1	i	i	i	3	i	i	i	-8	i	i
57	C=CCSc1nnc(NC(=O)c2cccc(S(=O)(=O)N(C)c3ccccc3)c2)s1	-3	i	i	i	10	i	i	i	-10	i	i
58	CCCC(C)NS(=O)(=O)c1ccccc1 (stereo not given)	-5	i	i	i	-5	i	i	i	-3	i	i
59	COc1ccc(C2NC(=S)NC3=C2CCc2cc(OC)ccc23)cc1 (stereo not given)	-1	i	i	i	-5	i	i	i	-5	i	i
60	CCc1nc2cc([N+](=O)[O-])c([N+](=O)[O-])cc2[nH]1	2	i	i	i	-2	i	i	i	-3	i	i
61	COc1ccc(CCNC(=O)COC(=O)CCC(=O)c2ccc(F)cc2)cc1	1	i	i	i	-5	i	i	i	-11	i	i
62	O=C(N/N=C/c1c[nH]c2ccccc12)c1ccccc1	8	i	i	i	-2	i	i	i	-7	i	i

One compound at a time (already shown):
Profile of `O=C(N/N=C/c1c[nH]c2ccccc12)c1ccccc1` : HDAC3 inh: 8; RGS4 block: i; KCNK9 block: i; KCNQ1 pot: i; SKKanGAS inh: -2; KCNK3 block: i; ANO1 activ: i; ANO1 block: i; hERG rescue: -7; KCNQ1 block: i; RGS4 act: i
Profile of `COc1cc2nc(SCc3ccc(Cl)cc3Cl)n(Cc3cccs3)c(=N)c2cc1OC` : HDAC3 inh: 1; RGS4 block: i; KCNK9 block: i; KCNQ1 pot: i; SKKanGAS inh: 4; KCNK3 block: i; ANO1 activ: i; ANO1 block: i; hERG rescue: -10; KCNQ1 block: i; RGS4 act: i
